GRIN3A LBD mod: modulators (binders) of human NR3A ligand-binding domain; 2.5% of 340,000 active; Tm shift relative to glycine control, % at 25 µM; NR3A LBD differential scanning fluorimetry, Tm shift; 0% = protein alone, 100% = glycine-bound protein; AID 1259313;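 active = melting temperature shift of at least 10% of the positive control shift, at one fixed dose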
CCR6 antagonist: CCR6 (human) receptor antagonism. P51684. 0.49% of 340,000 active. CHO-K1 CCR6 PathHunter beta-arrestin, luminescence, CCL20-stimulated. inhibition, % at 20 µM;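 active = compounds whose inhibition of the agonist-driven luminescence signal at 20 µM reaches about 50%, limit read from the data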;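 also: cells stimulated with CCL20 at 14 nM final; plate controls were DMSO with CCL20 for no effect and DMSO without agonist for full effect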
CXCR6 inh: inhibitors of human CXCR6 receptor; O00574; CHO-K1 PathHunter CXCR6 beta-arrestin, luminescence; inhibition, % at 20 µM; 0.36% of 360,000 active; AID 602244; in the data active = inhibition above about 34%, passing the limit was not always enough;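 also: antagonist mode with CXCL16 agonist at 10 nM final; 0% = 10 nM CXCL16 with DMSO and 100% = unstimulated wells without agonist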
Gli-Sufu block: blocks Gli-Sufu signaling in a luciferase reporter. Sufu-KO-LIGHT fibroblasts, Gli luciferase reporter luminescence. AID 588413. 0.74% of 340,000 active. inhibition, % at 5 µM;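 active = inhibition above about 55%, limit read from the data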;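 also: 0% = DMSO-treated cells and 100% = wells with medium but no cells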
EBI2 block: antagonists of human EBI2 receptor. 0.81% of 360,000 active. AID 651636. inhibition, % at 5 µM. EBI2 beta-arrestin recruitment, luminescence, 7a,25-OHC stimulated; in the data active = inhibition above about 38%;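 also: enzyme fragment complementation signal reports receptor beta-arrestin coupling in cells; 0% = agonist plus DMSO wells and 100% = wells without agonist; some results beyond the cut were filed as inactive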
Target sequence (P32249 whole entry, looked up, the tested form may be a part): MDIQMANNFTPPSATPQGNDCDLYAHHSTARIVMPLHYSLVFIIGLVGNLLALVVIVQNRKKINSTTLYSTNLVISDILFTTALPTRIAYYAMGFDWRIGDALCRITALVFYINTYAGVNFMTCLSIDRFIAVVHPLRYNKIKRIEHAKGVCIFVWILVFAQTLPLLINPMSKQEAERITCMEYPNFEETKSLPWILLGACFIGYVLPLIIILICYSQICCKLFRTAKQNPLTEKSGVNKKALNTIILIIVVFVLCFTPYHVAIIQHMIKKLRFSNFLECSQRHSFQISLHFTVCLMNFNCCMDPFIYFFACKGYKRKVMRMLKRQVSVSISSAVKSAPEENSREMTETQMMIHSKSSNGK
APOBEC3A inh: blocks human APOBEC3A ssDNA deamination | P31941 | recombinant A3A, FAM/TAMRA ssDNA deamination fluorescence | inhibition, % at 20 µM | 0.41% of 330,000 active | AID 493011;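 active = at least 40% inhibition at 20 µM here, with at most 30% in a related deaminase screen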;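 also: plate controls were A3A with DMSO for no effect and wells lacking A3A enzyme for full effect; some results filed as inactive read as strong as hits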
Target sequence (P31941 whole entry, looked up): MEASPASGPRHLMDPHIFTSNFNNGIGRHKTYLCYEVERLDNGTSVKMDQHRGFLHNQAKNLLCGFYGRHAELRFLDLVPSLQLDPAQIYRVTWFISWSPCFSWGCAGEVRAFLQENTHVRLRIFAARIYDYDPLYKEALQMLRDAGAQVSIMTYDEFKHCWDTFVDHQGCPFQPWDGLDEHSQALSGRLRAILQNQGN
APOBEC3G inh: APOBEC3G (human) deaminase inhibition | 0.28% of 330,000 active | Q9HC16 | inhibition, % at 20 µM | recombinant A3G, ssDNA deamination FAM/TAMRA fluorescence;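 active = inhibition of at least 40% at 20 µM, with no more than 30% in the related APOBEC3A deaminase screen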;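 also: plate controls were DMSO wells with A3G for no effect and wells lacking A3G enzyme for full effect; some compounds called inactive have numbers as strong as hits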
Target sequence (Q9HC16 whole entry, looked up): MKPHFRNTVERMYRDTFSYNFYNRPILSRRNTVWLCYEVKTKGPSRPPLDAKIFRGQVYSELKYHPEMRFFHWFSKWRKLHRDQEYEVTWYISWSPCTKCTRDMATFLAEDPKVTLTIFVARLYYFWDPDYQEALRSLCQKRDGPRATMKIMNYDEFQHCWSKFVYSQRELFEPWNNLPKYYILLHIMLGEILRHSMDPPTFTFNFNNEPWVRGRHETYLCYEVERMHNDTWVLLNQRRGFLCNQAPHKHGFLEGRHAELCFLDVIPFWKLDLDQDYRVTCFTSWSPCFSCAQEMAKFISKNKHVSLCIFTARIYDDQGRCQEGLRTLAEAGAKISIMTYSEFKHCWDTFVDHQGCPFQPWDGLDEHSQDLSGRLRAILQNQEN
MPTP block: inhibitors of mitochondrial permeability transition pore; 1.4% of 360,000 active; isolated mouse mitochondria, Ca2+ swelling absorbance, 30 min; inhibition, % at 10 µM;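 active = inhibition of 50% or more, scaled per plate between neutral and stimulator controls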;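 also: 0% = DMSO wells given calcium and 100% = 1 mM EGTA wells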
Active calls of the source: *.

Results for CCN(CC)C(=O)c1[nH]cnc1C(=O)N[C@@H](Cc1ccccc1)C(=O)OCc1ccccc1 ?
GRIN3A LBD mod: 0; CCR6 antagonist: 3; CXCR6 inh: 4; Gli-Sufu block: -2; EBI2 block: 1; APOBEC3A inh: -5; APOBEC3G inh: -8; MPTP block: 0.0

What do the screens show for `COc1cc(S(=O)(=O)N(Cc2ccccn2)Cc2ccccc2Cl)ccc1-n1cnnn1`?
GRIN3A LBD mod: -9; CCR6 antagonist: 1; CXCR6 inh: 7; Gli-Sufu block: 7; EBI2 block: 6; APOBEC3A inh: -2; APOBEC3G inh: -9; MPTP block: 0.8

How did CCOc1cc(NC(=O)c2ccccn2)c(OCC)cc1NC(=O)c1ccccc1 do in these assays?
GRIN3A LBD mod: 1; CCR6 antagonist: 6; CXCR6 inh: 3; Gli-Sufu block: 6; EBI2 block: 4; APOBEC3A inh: 0; APOBEC3G inh: -4; MPTP block: -1.3

What do the screens show for `COc1ccc(CCc2nnc(CCC(=O)NCc3cnn(-c4ccccc4C)c3)o2)cc1`?
GRIN3A LBD mod: -1; CCR6 antagonist: 10; CXCR6 inh: 1; Gli-Sufu block: -12; EBI2 block: 12; APOBEC3A inh: 3; APOBEC3G inh: 4; MPTP block: 0.5

How did C/C(=N/NS(=O)(=O)c1ccc(C)cc1)c1c(O)c2ccccc2oc1=O do in these assays?
GRIN3A LBD mod: 0; CCR6 antagonist: 12; CXCR6 inh: 8; Gli-Sufu block: 0; EBI2 block: -10; APOBEC3A inh: 1; APOBEC3G inh: -3; MPTP block: 33

What do the screens show for `COC(=O)c1ccc(CSc2nc(C)nc3sc(C)c(C)c23)o1`?
GRIN3A LBD mod: -1; CCR6 antagonist: 3; CXCR6 inh: 8; Gli-Sufu block: 4; EBI2 block: 5; APOBEC3A inh: 0; APOBEC3G inh: -2; MPTP block: -1.1

How did CSc1nc2ccc(NC(=O)c3cccs3)cc2s1 do in these assays?
GRIN3A LBD mod: 20*; CCR6 antagonist: 7; CXCR6 inh: -8; Gli-Sufu block: -69; EBI2 block: 7; APOBEC3A inh: -3; APOBEC3G inh: -8; MPTP block: 1.4

What do the screens show for `Cc1cc(C)n2nc(CNS(=O)(=O)c3ccc(F)cc3)nc2n1`?
GRIN3A LBD mod: -2; CCR6 antagonist: 7; CXCR6 inh: -3; Gli-Sufu block: -2; EBI2 block: -5; APOBEC3A inh: -5; APOBEC3G inh: -9; MPTP block: -0.8

Results for O=C(Nc1cccnc1)c1c(F)cccc1F ?
GRIN3A LBD mod: 0; CCR6 antagonist: -13; CXCR6 inh: -3; Gli-Sufu block: 5; EBI2 block: -18; APOBEC3A inh: 2; APOBEC3G inh: -1; MPTP block: -1.9

How did COc1ccccc1/C=C(/C(=O)OCC(=O)Nc1cc(C)ccc1C)c1ccccc1 do in these assays?
GRIN3A LBD mod: -5; CXCR6 inh: 7; EBI2 block: 15; APOBEC3A inh: 1; APOBEC3G inh: -2; MPTP block: 4.2

What do the screens show for `COc1ccccc1N1CCN(C2CCN(C(=O)c3cccc(F)c3)CC2)CC1`?
GRIN3A LBD mod: 1; CCR6 antagonist: 1; CXCR6 inh: 7; Gli-Sufu block: 9; EBI2 block: -12; APOBEC3A inh: -5; APOBEC3G inh: -5; MPTP block: -0.5

How did COc1ccc(OCC(O)CN2CCN(c3ccc(OC)cc3)CC2)cc1 (centres undefined) do in these assays?
GRIN3A LBD mod: 1; CCR6 antagonist: -4; CXCR6 inh: 12; Gli-Sufu block: 13; EBI2 block: 36; APOBEC3A inh: -2; APOBEC3G inh: -8; MPTP block: 0.1

Results for CSc1ccc(CN(C)CCc2ccccn2)cc1 ?
GRIN3A LBD mod: 1; CCR6 antagonist: 20; CXCR6 inh: 1; Gli-Sufu block: 14; EBI2 block: -11; APOBEC3A inh: -5; APOBEC3G inh: 0; MPTP block: 0.3

Results for CC(=O)N1CCN(C(=O)CCc2c[nH]c3ccccc23)CC1 ?
GRIN3A LBD mod: -1; CCR6 antagonist: 8; CXCR6 inh: -2; Gli-Sufu block: 1; EBI2 block: 0; APOBEC3A inh: -6; APOBEC3G inh: -2; MPTP block: 3.9

What do the screens show for `C=CCN1CCN(C(=O)c2cc3c(s2)CCC(CC)C3)CC1` (centres undefined)?
GRIN3A LBD mod: -1; CCR6 antagonist: 4; CXCR6 inh: -12; Gli-Sufu block: -4; EBI2 block: 15; APOBEC3A inh: 0; APOBEC3G inh: 1; MPTP block: 0.3

What do the screens show for `COc1ccccc1CNC(=O)c1cc(C(C)=O)c[nH]1`?
GRIN3A LBD mod: 1; CCR6 antagonist: 3; CXCR6 inh: -4; Gli-Sufu block: 36; EBI2 block: -13; APOBEC3A inh: 3; APOBEC3G inh: -6; MPTP block: 0.0

What do the screens show for `Cc1ccc(S(=O)(=O)N2CCN(C(=O)COC(=O)COc3ccc(Cl)cc3)CC2)c(C)c1`?
GRIN3A LBD mod: 1; CCR6 antagonist: 5; CXCR6 inh: -5; Gli-Sufu block: -13; EBI2 block: -7; MPTP block: -0.2

Results for CCOC(=O)c1cnc(Nc2ccc(OCC)cc2)nc1C ?
GRIN3A LBD mod: -5; CCR6 antagonist: 3; CXCR6 inh: -3; Gli-Sufu block: -41; EBI2 block: 0; APOBEC3A inh: -5; APOBEC3G inh: -6; MPTP block: -0.1

Results for COC(=O)CCN(c1ccccc1)S(=O)(=O)c1cc(-c2cc(C)no2)ccc1C ?
GRIN3A LBD mod: 1; CCR6 antagonist: 21; CXCR6 inh: 0; Gli-Sufu block: 4; EBI2 block: 6; APOBEC3A inh: -2; APOBEC3G inh: -3; MPTP block: -1.1

How did Cc1ccc(S(=O)(=O)N2CCN(C(=O)c3c(C)nn(-c4ccccc4)c3Cl)CC2)cc1 do in these assays?
GRIN3A LBD mod: -1; CCR6 antagonist: 5; CXCR6 inh: -2; Gli-Sufu block: 13; EBI2 block: -10; APOBEC3A inh: -5; APOBEC3G inh: -3; MPTP block: 0.4

What do the screens show for `CC(Oc1ccc(Cl)cc1Cl)c1nc(-c2ccc(NC(=O)c3ccncc3)cc2)no1` (centres undefined)?
GRIN3A LBD mod: 22*; CCR6 antagonist: -1; CXCR6 inh: -9; Gli-Sufu block: 38; EBI2 block: 26; APOBEC3A inh: 1; APOBEC3G inh: -5; MPTP block: 40

What do the screens show for `CSc1nnc2c3cc(F)ccc3n(Cc3ccccc3)c2n1`?
GRIN3A LBD mod: 39*; CCR6 antagonist: -8; CXCR6 inh: 0; Gli-Sufu block: 27; EBI2 block: -1; APOBEC3A inh: 5; APOBEC3G inh: -4; MPTP block: 3.4

How did CN(C)Cc1c(O)ccc2c(=O)c(-c3ccc(Cl)cc3)coc12 do in these assays?
GRIN3A LBD mod: -2; CCR6 antagonist: 3; CXCR6 inh: 6; Gli-Sufu block: -27; EBI2 block: 0; APOBEC3A inh: -3; APOBEC3G inh: -1; MPTP block: -2.0

How did O=C(CCc1nc2ccccc2s1)OCc1ccccc1 do in these assays?
GRIN3A LBD mod: -1; CCR6 antagonist: 9; CXCR6 inh: 2; Gli-Sufu block: -2; EBI2 block: -11; APOBEC3A inh: -2; APOBEC3G inh: -10; MPTP block: 0.9

How did O=c1nc2n(c3ncccc13)CCC2 do in these assays?
GRIN3A LBD mod: 0; CCR6 antagonist: 7; CXCR6 inh: -3; Gli-Sufu block: 2; EBI2 block: 2; APOBEC3A inh: 0; APOBEC3G inh: -2; MPTP block: 0.5

What do the screens show for `CCOC(=O)c1cc(C)[nH]c(=O)c1C#N`?
GRIN3A LBD mod: -8; CCR6 antagonist: -4; CXCR6 inh: -18; Gli-Sufu block: 10; EBI2 block: 8; APOBEC3A inh: -2; APOBEC3G inh: -5; MPTP block: 5.4

Results for COc1cc(/C=N/Nc2ccc(C(F)(F)F)cn2)cc(OC)c1O ?
GRIN3A LBD mod: -2; CCR6 antagonist: -16; CXCR6 inh: 4; Gli-Sufu block: 0; EBI2 block: 7; APOBEC3A inh: 1; APOBEC3G inh: -3; MPTP block: 2.1

What do the screens show for `Cc1ccc(SCC(=O)NC2CC2)cc1`?
GRIN3A LBD mod: -1; CCR6 antagonist: 6; CXCR6 inh: -3; Gli-Sufu block: -1; EBI2 block: 0; APOBEC3A inh: -4; APOBEC3G inh: -7; MPTP block: -1.0

How did Cc1cc(NC(=O)CSc2nc(C3CC3)nc3sc(C)c(C)c23)no1 do in these assays?
GRIN3A LBD mod: 1; CCR6 antagonist: -1; CXCR6 inh: 7; Gli-Sufu block: 2; EBI2 block: 3; APOBEC3A inh: -4; APOBEC3G inh: -6; MPTP block: -0.6

How did c1ccc(-c2ccc3c(c2)c2c4n3CCN=C4CCC2)cc1 do in these assays?
GRIN3A LBD mod: -4; CCR6 antagonist: -15; CXCR6 inh: -3; Gli-Sufu block: 13; EBI2 block: -8; APOBEC3A inh: -2; APOBEC3G inh: -4; MPTP block: -0.1

What do the screens show for `COc1ccc(C(=O)NC(=S)NC2CCSC2=O)cc1` (centres undefined)?
GRIN3A LBD mod: 0; CCR6 antagonist: 2; CXCR6 inh: 2; Gli-Sufu block: -2; EBI2 block: -2; APOBEC3A inh: 0; APOBEC3G inh: -6; MPTP block: 0.4

What do the screens show for `O=C(c1sc2cc([N+](=O)[O-])ccc2c1Cl)N1CCOCC1`?
GRIN3A LBD mod: 0; CCR6 antagonist: 10; CXCR6 inh: -14; Gli-Sufu block: 1; EBI2 block: -6; APOBEC3A inh: -4; APOBEC3G inh: -8; MPTP block: 0.7

What do the screens show for `CCc1ccc(-n2c(SCc3c(C)noc3C)nnc2-c2ccncc2)cc1`?
GRIN3A LBD mod: -11; CCR6 antagonist: 35; CXCR6 inh: 13; Gli-Sufu block: -13; EBI2 block: 1; APOBEC3A inh: -2; APOBEC3G inh: -11; MPTP block: -0.4

What do the screens show for `COc1ccc(NC(=O)c2cccc(NC(=O)c3ccco3)c2)c(OC)c1`?
GRIN3A LBD mod: -15; CCR6 antagonist: 8; CXCR6 inh: -4; Gli-Sufu block: 7; EBI2 block: 1; APOBEC3A inh: 0; APOBEC3G inh: -1; MPTP block: 0.4

What do the screens show for `Cc1cccc(N2CCCn3c2nc2c3c(=O)n(CCN3CCOCC3)c(=O)n2C)c1`?
GRIN3A LBD mod: 4; CCR6 antagonist: 23; CXCR6 inh: 13; Gli-Sufu block: 22; EBI2 block: 31; APOBEC3A inh: -4; APOBEC3G inh: -9; MPTP block: 6.1

How did Cc1ccc(C2=Nc3ccccc3N=C(C(Cl)Cl)C2)cc1 do in these assays?
GRIN3A LBD mod: -24; CCR6 antagonist: 25; CXCR6 inh: -9; Gli-Sufu block: -24; EBI2 block: 10; APOBEC3A inh: 0; APOBEC3G inh: -2; MPTP block: 0.4

How did CCN1CCCC1CNC(=O)COc1cc(=O)n(C)c2ccccc12 (centres undefined) do in these assays?
GRIN3A LBD mod: 2; CCR6 antagonist: 3; CXCR6 inh: 0; Gli-Sufu block: 1; EBI2 block: -9; APOBEC3A inh: -4; APOBEC3G inh: -6; MPTP block: -0.7

How did CCc1sc(NS(C)(=O)=O)nc1-c1ccccc1 do in these assays?
GRIN3A LBD mod: 4; CCR6 antagonist: -12; CXCR6 inh: -2; Gli-Sufu block: 6; EBI2 block: -5; APOBEC3A inh: -4; APOBEC3G inh: -2; MPTP block: 3.8

What do the screens show for `CSc1nnc(-c2ccc(NC(N)=S)cc2)o1`?
GRIN3A LBD mod: 0; CCR6 antagonist: 9; CXCR6 inh: 11; Gli-Sufu block: 2; EBI2 block: -9; APOBEC3A inh: -1; APOBEC3G inh: 21; MPTP block: 4.8

Results for COc1cccc(-c2ccc(-c3noc(-c4cccs4)n3)c(OC)n2)c1 ?
GRIN3A LBD mod: 1; CCR6 antagonist: -3; CXCR6 inh: 2; Gli-Sufu block: -6; EBI2 block: 25; APOBEC3A inh: 68*; APOBEC3G inh: 25; MPTP block: 0.9

Screening data from PubChem BioAssay.
